Source: PubChem BioAssay (NMMLSC)
RGS4-Gao reg: modulators of RGS4 binding to Galphao, primary screen, biochemical, multiplexed bead flow cytometry; Guanine nucleotide-binding protein G(o) subunit alpha (Homo sapiens), P09471; actives lie on both sides; binding response (% of control), % at 10 µM; actives 0.33% (n = 220,000); AID 1415, 2008; in the data active = binding response below about 49% or above about 150%; inactive = in between;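 also: fluorescent Galphao activated with aluminum fluoride binding bead-coupled RGS4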
ABCB1 block: ABCB1 efflux pump inhibitors, primary screen, cell-based, multiplex, flow cytometry, ABCG2 counter-screen | ATP-dependent translocase ABCB1 (Homo sapiens), P08183 | CCRF-Adr cells, JC-1 efflux | inhibition, % at 6.6 µM | actives 0.067% (n = 190,000); in the data active = inhibition above about 40%;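 also: 0% = vehicle and 100% = reference inhibitor; higher value means more JC-1 retained so stronger ABCB1 efflux block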
Bim-Bcl-2: inhibitors of Bim-Bcl-2 binding, primary screen, biochemical, multiplexed, human Bcl-2 family; inhibition, % at 10 µM; Apoptosis regulator Bcl-2 (Homo sapiens), P10415; actives 0.06% (n = 190,000); Bead-based flow cytometry, Bim peptide-Bcl-2 binding; in the data active = inhibition above about 40%; inconclusive = no clear call, values can overlap the other calls;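 also: 0% = no compound wells with probe peptide and 100% = reference peptide inhibitor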
Target sequence (P10415 whole entry, looked up): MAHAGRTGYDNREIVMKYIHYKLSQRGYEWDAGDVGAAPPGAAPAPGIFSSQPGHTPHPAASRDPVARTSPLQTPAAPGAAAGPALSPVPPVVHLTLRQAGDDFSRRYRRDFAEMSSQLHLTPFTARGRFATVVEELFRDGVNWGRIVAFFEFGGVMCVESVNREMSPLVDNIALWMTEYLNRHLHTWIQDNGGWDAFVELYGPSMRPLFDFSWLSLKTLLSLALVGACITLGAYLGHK
GSH bead fluor: compound fluorescence on glutathione beads, profiling panel, artefact control, biophysical, 488/530 nm, flow cytometry; GSH beads flow cytometry, compound fluorescence 488/530 nm; hits give high values; fluorescence (KMESF) at 10 µM; actives 0.25% (n = 190,000); in the data active = fluorescence above about 89;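 also: glutathione beads carrying GST-tagged Bcl family fusion proteins plus one bare bead set; values are compound well signal with DMSO vehicle wells as background; inactives centre near 16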
RGS8-Gao reg: RGS8-Galphao binding modulators, primary screen, biochemical, multiplexed bead flow cytometry. actives lie on both sides. AID 1423, 2008. actives 0.34% (n = 220,000). response (percent of control binding), % at 10 µM. Guanine nucleotide-binding protein G(o) subunit alpha (Homo sapiens), P09471; in the data active = response below about 60% or above about 140%; inactive = in between;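 also: Galphao activated as the GDP aluminium fluoride complex binding bead-coupled RGS8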
ABCG2 inh: ABCG2 efflux pump inhibitors, primary screen, multiplex with ABCB1, IgMXP3 cells, flow cytometry. Broad substrate specificity ATP-binding cassette transporter ABCG2 (Homo sapiens), Q9UNQ0. JC-1 efflux. inhibition, % at 6.6 µM. actives 0.1% (n = 190,000);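 active = inhibition above 80%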;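 also: 0% = DMSO and 100% = nicardipine control wells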
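test system = two drug-resistant human cell lines, ABCG2 and ABCB1 | amount = 3 million cells/mL final, two lines in 1:1 ratio | reagent = JC-1 transporter substrate | doses = one concentration, 6.6 µM final | incubation = 10 min at 25 °C | signal = flow cytometric JC-1 green MFI at 530 nm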
Bim-Bcl-W: inhibitors of Bim binding to Bcl-W, primary screen, biochemical, multiplexed, bead-based flow cytometry; Bcl-2-like protein 2 (Homo sapiens), Q92843; Bim peptide-Bcl-W binding; inhibition, % at 10 µM; actives 0.02% (n = 190,000); AID 952, 2007;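 also: 0% = bound tracer without compound and 100% = peptide blocker; higher means less fluorescent Bim peptide bound to Bcl-W beads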
Target sequence (Q92843 whole entry, looked up): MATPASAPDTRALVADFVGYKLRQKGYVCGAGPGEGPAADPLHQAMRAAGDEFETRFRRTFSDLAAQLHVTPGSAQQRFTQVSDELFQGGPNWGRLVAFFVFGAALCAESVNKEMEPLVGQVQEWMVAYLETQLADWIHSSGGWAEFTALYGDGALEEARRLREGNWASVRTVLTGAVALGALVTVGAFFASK
Bfl-1 Bim block: inhibitors of Bim binding to Bfl-1, primary screen, biochemical, multiplexed, bead-based flow cytometry; Bim-Bfl-1 binding inhibition; inhibition, % at 10 µM; actives 0.12% (n = 190,000); AID 1008, 2008;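 also: 0% = wells without compound plus tracer and 100% = blocker peptide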
RGS7-Gao: RGS7-Galphao binding modulators, primary screen, biochemical, multiplexed bead flow cytometry; Guanine nucleotide-binding protein G(o) subunit alpha (Homo sapiens), P09471; actives lie on both sides; binding response (% of control), % at 10 µM; actives 0.35% (n = 220,000); AID 1439, 2008; in the data active = binding response below about 49% or above about 150%; inconclusive = no clear call, values can overlap the other calls; inactive = in between;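 also: fluorescent Galphao held in activated GDP-AlF4 state binding bead-coupled RGS7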
Bcl-XL Bim block: inhibitors of Bim-Bcl-XL binding, primary screen, biochemical, multiplexed, bead flow cytometry, human Bcl-XL; inhibition, % at 10 µM; Bim peptide-Bcl-XL binding, fluorescence; actives 0.04% (n = 190,000)
Target sequence (Q07817 whole entry, looked up): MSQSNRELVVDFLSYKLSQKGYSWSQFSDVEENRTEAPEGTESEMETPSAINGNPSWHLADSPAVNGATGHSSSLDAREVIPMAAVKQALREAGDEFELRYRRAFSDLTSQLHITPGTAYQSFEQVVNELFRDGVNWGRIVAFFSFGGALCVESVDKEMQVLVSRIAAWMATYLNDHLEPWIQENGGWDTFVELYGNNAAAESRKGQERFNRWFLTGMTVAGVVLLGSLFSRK
Bcl-B Bim block: inhibitors of Bim-Bcl-B binding, primary screen, biochemical, multiplexed, human Bcl-2 family. bead-based flow cytometry, Bim peptide-Bcl-B binding. inhibition, % at 10 µM. actives 0.073% (n = 190,000);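 also: 0% = tracer peptide without compound and 100% = reference inhibitor peptide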
Target sequence (Q9HD36 whole entry, looked up): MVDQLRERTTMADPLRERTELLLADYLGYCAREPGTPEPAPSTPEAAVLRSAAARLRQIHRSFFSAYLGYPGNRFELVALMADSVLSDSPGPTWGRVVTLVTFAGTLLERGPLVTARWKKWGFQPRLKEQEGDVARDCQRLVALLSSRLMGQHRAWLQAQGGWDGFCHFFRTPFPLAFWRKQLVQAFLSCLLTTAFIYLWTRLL
* hit, by the source's call; u = inconclusive; x = no result given. Rule as the data show it, unless noted: active = inhibition above about 40%.

SMILES	RGS4-Gao reg	ABCB1 block	Bim-Bcl-2	GSH bead fluor	RGS8-Gao reg	ABCG2 inh	Bim-Bcl-W	Bfl-1 Bim block	RGS7-Gao	Bcl-XL Bim block	Bcl-B Bim block
Cc1ccc(-c2nnc(CSc3nnc(COc4ccccc4)n3-c3ccccc3)o2)cc1	120	0.9	0	10	109	-1	1	0	117	-1	-2
Cc1ccc(S(=O)(=O)N2CCOCC2)cc1NC(=O)CSc1ccccn1	103	0.1	0	13	101	1	0	0	u	-4	-21
COc1ccccc1-c1cc(C(=O)Nc2cc(C)on2)no1	97	0.5	-5	5	100	4	-3	-15	100	-3	-7
CCC(C)[C@@H](C(=O)NCC1CCC(C(=O)O)CC1)n1nnc2ccccc2c1=O (stereo not given in full)	94	1.0	-4	7	94	3	-1	-2	92	0	-1
COc1cccc(OC)c1C(=O)Nc1ccc(S(=O)(=O)Nc2cc(C)nc(C)n2)cc1	100	0.3	-3	5	100	2	3	-1	103	-2	-2
O=C(COC(=O)c1cccnc1)Nc1ccc2c(c1)OCO2	98	-0.8	2	10	101	10	0	6	104	0	0
CCCCOC(=O)c1ccc(N/C(=N\S(=O)(=O)c2ccccc2)c2ccccc2)cc1	101	1.1	-2	11	99	13	-2	-12	102	-7	-11
ON1C2CCCCC2N(O)C1c1ccccc1C(F)(F)F (stereo not given)	102	0.3	-1	63	97	3	3	0	101	-1	0
NS(=O)(=O)c1cccnc1Nc1cccc(Cl)c1	107	1.7	8	28	98	1	7	10	102	16	5
CCCN1C(=O)/C(=N\OCC(=O)NCC(F)(F)F)c2ccccc21	102	0.7	-10	19	103	11	-6	-17	100	-9	-8
O=C(N/N=C/c1cccs1)c1ccc2nc[nH]c2c1	106	0.9	5	12	102	5	3	0	104	-2	0
Cc1cc(NC(=O)c2ccccc2)n(-c2nc3ccccc3[nH]2)n1	91	0.6	0	11	99	2	-1	-4	93	-5	-6
CC(C(=O)Nc1ccccc1-c1ccccc1)N1CCN(S(=O)(=O)c2ccccc2)CC1 (stereo not given)	103	18	-10	11	104	38	-1	-5	104	-3	-7
Cn1c(C(=O)NCCCN2CCc3ccccc3C2)cc2c(=O)n(C)c3ccccc3c21	106	0.4	-3	20	101	3	0	-6	99	-4	-6
COc1ccc(C(=O)NNC(=S)NC(=O)c2cc(-c3ccccc3)nc3ccccc23)cc1	103	-0.2	-2	23	103	0	3	-9	104	-1	-2
O=C(Nc1nnc(-c2ccc3c(c2)CCCC3)o1)c1ccccc1Cl	100	0.9	-8	13	101	10	-1	-12	102	-2	-7
COC(=O)c1ccc(COc2ccccc2/C=N/NS(=O)(=O)c2ccc(C)cc2)cc1	98	0.4	1	21	96	1	-4	-1	94	-3	-7
COC(=O)N(NC(=O)C(O)(c1ccccc1)c1ccccc1)c1ccc(C)cc1	101	0.4	-3	12	101	2	-4	-5	101	-4	-8
O=C(NCc1ccccn1)C1CCN(S(=O)(=O)c2cc(Cl)ccc2Cl)CC1	102	0.0	6	10	105	0	0	2	105	0	-1
COc1ccc(-c2csc(N3C(=N)SCC3=O)n2)cc1	97	-0.7	1	13	98	-2	4	0	98	0	0
O=C(Nc1ccc(F)cc1)C(c1ccccc1)N1CCN(C(=O)c2ccco2)CC1 (stereo not given)	94	1.1	-1	8	100	3	1	-2	93	0	0
O=C(C1CCN(C2CC(=O)N(c3ccc(Cl)cc3)C2=O)CC1)N1CCOCC1 (stereo not given)	98	0.3	-3	19	96	1	-2	-5	94	0	-1
COc1ccccc1-c1cc(C(F)(F)F)nc(N2CCCC2)n1	90	-3.1	-2	21	101	-3	0	0	92	-2	-3
Cc1ccc(N(C(=O)Cc2cccs2)C(C(=O)NC2CCCC2)c2ccncc2)cc1 (stereo not given)	106	-0.3	0	25	101	-1	2	-4	101	1	-3

4 entries from above, arranged by molar mass, largest number first.
SMILES	RGS4-Gao reg	ABCB1 block	Bim-Bcl-2	GSH bead fluor	RGS8-Gao reg	ABCG2 inh	Bim-Bcl-W	Bfl-1 Bim block	RGS7-Gao	Bcl-XL Bim block	Bcl-B Bim block
Cn1c(C(=O)NCCCN2CCc3ccccc3C2)cc2c(=O)n(C)c3ccccc3c21	106	0.4	-3	20	101	3	0	-6	99	-4	-6
O=C(Nc1ccc(F)cc1)C(c1ccccc1)N1CCN(C(=O)c2ccco2)CC1 (stereo not given)	94	1.1	-1	8	100	3	1	-2	93	0	0
COC(=O)N(NC(=O)C(O)(c1ccccc1)c1ccccc1)c1ccc(C)cc1	101	0.4	-3	12	101	2	-4	-5	101	-4	-8
O=C(Nc1nnc(-c2ccc3c(c2)CCCC3)o1)c1ccccc1Cl	100	0.9	-8	13	101	10	-1	-12	102	-2	-7

Additional results follow.
SMILES	RGS4-Gao reg	ABCB1 block	Bim-Bcl-2	GSH bead fluor	RGS8-Gao reg	ABCG2 inh	Bim-Bcl-W	Bfl-1 Bim block	RGS7-Gao	Bcl-XL Bim block	Bcl-B Bim block
CCOC(=O)N1CCC(n2c(=S)[nH]c3cc(OCC)c(OCC)cc3c2=O)CC1	94	5.0	-9	31	102	10	-4	-9	98	0	-9
CC1CCCCC1NC(=O)CO/N=C/c1ccccc1OC(F)F (stereo not given)	103	0.4	-4	9	100	4	-2	-12	101	-6	-9
Cc1ccc(C)c(NC(=O)c2ccc3c(c2)N(Cc2ccc(F)cc2)C(=O)CS3=O)c1 (stereo not given)	103	0.3	-7	13	103	1	-7	-2	105	-7	-7
CCOc1ccccc1NC(=O)c1cc(S(=O)(=O)N2CCC3(CC2)OCCO3)ccc1F	-0.2*	1.0	-2	10	33*	7	0	-2	15*	-2	-2
Cc1cc(NC(=O)C2CC(c3c(F)cccc3Cl)=NO2)n(-c2ccccc2)n1 (stereo not given)	100	1.1	0	19	101	5	-3	-4	u	0	-4
CCN(C(=O)CN1CCN(c2ccccc2O)CC1)c1c(N)n(Cc2ccccc2)c(=O)[nH]c1=O	104	0.2	-7	10	101	2	0	-7	101	-7	-6
Cc1ccccc1C(=O)NC1CC2CCC(C1)N2Cc1ccccc1 (stereo not given)	96	-0.2	-2	12	104	0	-1	-8	102	-2	-5
NC(=O)C1CCN(C(=O)Cn2cccc2C(=O)c2ccccc2)CC1	84	0.3	-1	4	84	1	-3	0	88	-1	-3
CCN(CC)CCN=C1CCCc2ccccc2N1	101	0.3	-2	57	102	2	4	-10	101	-1	-4
COc1ccc(C2C3=C(N=C4SCC(=O)N42)c2ccccc2CC3)cc1 (stereo not given)	100	0.3	2	16	101	0	-4	3	98	-3	-4
CC(NC(=O)c1ccc(NS(C)(=O)=O)cc1)c1ccccc1 (stereo not given)	100	0.2	-12	32	101	1	-4	-15	98	-12	-11
Cc1cccc(C)c1NC(=O)CSc1nnc([C@H](C)NC(=O)OC(C)(C)C)o1	103	0.2	-9	14	100	-1	5	-10	99	-3	-4
O=C(NCCc1ccccc1)C1CCC(Cn2c(=O)c3ccccc3n(Cc3cccc(F)c3)c2=O)CC1 (stereo not given)	93	2.4	-3	12	97	10	-3	-4	93	-4	-5
CCN1CCN(C(=O)Cn2cnc3sc(C)c(S(=O)(=O)N4CCN(c5ncccn5)CC4)c3c2=O)CC1	101	0.2	-1	15	101	0	-1	-4	98	-2	-3
C/C(NCCCn1ccnc1)=C(\C#N)C(N)=O	106	0.5	-7	34	102	1	4	-10	103	0	-5
Cc1nnc(NC(=O)CSc2nc3ccccc3[nH]2)s1	107	-0.1	-1	12	107	3	-2	-15	104	-5	-6
Cc1ccc(S(=O)(=O)Nc2ccc3c(c2)OCCO3)cc1C	94	0.4	0	18	103	1	3	-7	96	-1	0
O=c1o[nH]c(-c2ccccc2)c1C1=NCCCCC1	101	0.5	1	17	102	1	-1	-2	100	-5	-5
Cc1ccc(NC(=O)CSc2nnc(-c3ccco3)o2)cc1	102	0.3	-1	63	103	3	-1	0	97	-2	0
Cc1nnc(NC(=O)CSc2ccc(-c3cccnc3)nn2)s1	102	-0.1	-4	24	101	0	-5	-3	102	-4	-5
CCN(CC)S(=O)(=O)c1cccc(-c2nnc(SCCCC(=O)c3ccc(F)cc3)o2)c1	102	3.5	-9	36	99	47	-5	-15	100	-7	-9
CCN1C(=O)[C@H]2[C@H]3[C@H](O)[C@H](O)C/C(=N\O[C@H](C)c4cn([C@H](CO)Cc5ccccc5)nn4)[C@@H]3CC[C@H]2C1=O	101	1.1	-4	18	104	-4	-6	-1	99	-5	-7
O=C(C1CCCN(S(=O)(=O)c2ccc(Cl)cc2)C1)N(Cc1cccs1)C1CC1 (stereo not given)	103	1.5	-4	7	104	3	0	-2	101	-1	-3
Cc1cccc(NS(=O)(=O)c2cc(C(=O)NCCC3=CCCCC3)ccc2Cl)c1	98	2.1	0	26	97	3	-1	0	99	-2	-1
COc1ccc(NC(=O)CN(Cc2ccccc2)Cc2ccccc2)cc1S(N)(=O)=O	101	0.4	-10	14	101	1	-6	-7	100	-4	-9
COc1ccccc1-n1c(CNc2ccc(F)cc2)nnc1SCC(=O)Nc1cc(C)on1	102	0.4	-5	13	103	3	-5	0	103	-8	-7
O=C(Nc1ccc(S(=O)(=O)NC2=NCCCCC2)cc1)c1ccc2ccccc2n1	91	0.2	-4	11	91	3	-2	-3	90	-3	-2
CSc1ccccc1NC(=O)CN(C)CC(=O)Nc1ccc(Cl)cc1F	100	0.4	-2	18	100	2	-2	-4	101	-3	0
Oc1ccc(/C=N/Nc2nc(-c3ccc(Cl)cc3)cc(C(F)(F)F)n2)cc1	100	0.3	-9	11	101	2	-3	-9	102	-4	-5
O=C(CSC1=NCCS1)Nc1nc(-c2ccccc2)cs1	84	0.2	-4	10	94	2	-2	-1	90	-1	-2
Cc1ccc(-c2n[nH]c(=O)c3ccccc23)cc1S(=O)(=O)N(C)CCO	100	1.4	0	18	100	5	-1	-3	98	-2	-2
Cc1ccc(C)c(NC(=O)C(=O)NCc2ccccn2)c1	102	0.2	34	2	95	5	33	49*	97	46*	27
C=CCNC(=S)N(CC=C)C1CCS(=O)(=O)C1 (stereo not given)	94	x	-3	12	87	-2	-5	1	97	-5	-3
O=C(Nc1ccccc1)C1=C[C@H](c2csc3ccccc23)C[C@H](OCCCCO)O1	103	1.1	-2	17	99	13	1	-4	97	-3	-4
Cc1cc(C)c(OCC(=O)Nc2cc(C(=O)O)cc(C(=O)O)c2)cc1C	106	0.2	-1	15	105	0	-4	4	105	-1	0
Cc1cccc(NC(=O)CSC2=NN3CCCC(=O)N=C3S2)c1C	106	2.1	-1	19	107	4	0	2	104	3	2
